PLCg1 inh: PLC-gamma1 (human) inhibition, primary screen; P19174; 370,000 tested, 0.84% active; inhibition, % at 12.2 µM; AID 720700; purified PLC-gamma1, fluorogenic substrate, fluorescence; in the data active = inhibition above about 9.5%
HGIII-sPLA2 inh: Inhibits HGIII-sPLA2 liposome hydrolysis, primary screen | QFRET BODIPY PC-A2 liposome hydrolysis, fluorescence | 370,000 tested, 0.56% active | inhibition, % at 12.2 µM | AID 743126 | Q9NZ20;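 active = inhibition above mean plus 3 SD of compounds lying within the high and low control bounds, cut at about 19% in these data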;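 also: 0% = median of test compound wells and 100% = no enzyme DMSO wells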
Rev-erbA mod: modulates human Rev-erb alpha binding to DNA; P20393; Rev-erbα–FITC-DNA binding, fluorescence polarization, 90 min; activity, % at 10 µM; 370,000 tested, 0.79% active; AID 1259318;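 active = activity above about 14%, limit read from the data; passing the limit was not always enough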;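 also: 0% = DMSO wells with 35 nM protein and 100% = DMSO wells with 750 nM protein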
KLK7 zymogen act: proKLK7 (human) activation, primary screen. purified proKLK7, EDANS-DABCYL substrate fluorescence; 100% is mature enzyme control, 0% vehicle. activation, % at 7 µM. 370,000 tested, 0.9% active;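 active = activation above the mean of all tested compounds plus 3 SD, computed per campaign excluding outliers beyond control limits, cut at about 13% in these data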
Target sequence (P49862 whole entry, looked up): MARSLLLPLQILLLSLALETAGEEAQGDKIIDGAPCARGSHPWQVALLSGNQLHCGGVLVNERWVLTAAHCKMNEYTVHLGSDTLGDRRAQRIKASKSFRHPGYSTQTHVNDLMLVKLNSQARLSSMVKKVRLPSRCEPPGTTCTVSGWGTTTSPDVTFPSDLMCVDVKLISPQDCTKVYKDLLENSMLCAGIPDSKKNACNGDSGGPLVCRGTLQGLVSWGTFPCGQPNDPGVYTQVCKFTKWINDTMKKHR
UHRF1 MBD2 ctr: blocks human UHRF1 binding to methylated DNA | 370,000 tested, 0.75% active | Q96T88 | inhibition, % at 4.4 µM | UHRF1 binding to methylated oligo, TR-FRET; in the data active = inhibition above about 21%;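 also: UHRF1 SRA domain binding a hemimethylated CpG hairpin DNA probe; 0% = median of test compound wells and 100% = reference inhibitor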
Target sequence (Q96T88 whole entry, looked up, the tested form may be a part): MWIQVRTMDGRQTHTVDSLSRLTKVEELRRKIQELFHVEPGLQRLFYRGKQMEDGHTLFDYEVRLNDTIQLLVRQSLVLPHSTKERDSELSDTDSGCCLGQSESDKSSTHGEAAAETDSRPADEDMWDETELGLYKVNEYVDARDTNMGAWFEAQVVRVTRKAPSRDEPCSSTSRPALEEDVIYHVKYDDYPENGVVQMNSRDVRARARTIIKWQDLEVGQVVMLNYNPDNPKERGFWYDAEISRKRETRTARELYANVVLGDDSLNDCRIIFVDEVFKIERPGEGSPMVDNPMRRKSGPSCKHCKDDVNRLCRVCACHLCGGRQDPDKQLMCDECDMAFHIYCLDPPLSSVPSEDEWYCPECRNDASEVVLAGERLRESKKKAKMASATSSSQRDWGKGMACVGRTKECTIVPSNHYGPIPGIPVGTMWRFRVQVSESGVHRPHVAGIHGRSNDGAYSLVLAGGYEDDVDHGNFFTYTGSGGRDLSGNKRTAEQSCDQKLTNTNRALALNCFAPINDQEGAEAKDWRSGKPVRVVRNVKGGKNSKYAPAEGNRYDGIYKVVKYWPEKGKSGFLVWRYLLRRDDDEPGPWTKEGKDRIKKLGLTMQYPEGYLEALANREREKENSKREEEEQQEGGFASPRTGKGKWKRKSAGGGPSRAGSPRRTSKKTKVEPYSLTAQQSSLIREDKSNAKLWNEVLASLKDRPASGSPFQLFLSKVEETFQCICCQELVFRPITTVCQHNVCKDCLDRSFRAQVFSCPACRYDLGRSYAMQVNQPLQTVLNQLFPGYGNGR
DDE Tn7 FP inh: DD(E)-Tn7 binding inhibition, primary FP screen. P02675. FP displacement of FITC-Tn7 peptide from fibrin DD(E); 0% = median of compound wells per plate. inhibition, % at 8.3 µM. 370,000 tested, 0.13% active;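 active = inhibition above the mean of compounds falling within the control limits plus 3 SD of them, cut at about 14% in these data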;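 also: 0% = plate median of compound wells and 100% = 10 µM Aha-Tn7 peptide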
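Assay system: Fibrin-DD(E) protein isolated from polymerized human fibrin clots; read-out basis: percent inhibition; medium: Tris/NaCl/CaCl2 buffer, pH 7.8; signal: FP measurement; incubation: 10 min plus 3 h, room temperature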
PLCb3 inh: inhibitors of human phospholipase C beta3 | Q01970 | 370,000 tested, 0.18% active | Purified PLC-beta3, fluorogenic substrate, fluorescence | inhibition, % at 12.2 µM; in the data active = inhibition above about 11%;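 also: 0% = median of compound wells on plate and 100% = full blocker control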
ASAP1 GAP inh: inhibitors of human ASAP1 ArfGAP activity; Q9ULH1; ASAP1-stimulated ARF1 GTP hydrolysis, GDP FP detection; inhibition, % at 16.5 µM; 360,000 tested, 0.19% active; AID 624377; in the data active = inhibition above about 25%;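 also: 0% = vehicle with enzyme and substrate and 100% = no enzyme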
DDE Tn6 FP inh: DD(E)-Tn6 binding inhibition, primary FP screen | P02675 | inhibition, % at 8.3 µM | AID 720509 | Fibrin DD(E) TRITC-Tn6 fluorescence polarization displacement | 370,000 tested, 0.21% active;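 active = inhibition above a per-campaign cutoff: mean of compounds within control limits plus 3 SD, cut at about 15% in these data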;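 also: 0% = median of all compound wells on the plate and 100% = blocking peptide control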
ARFGAP1 inh: inhibitors of rat ARFGAP1. Arfgap1-stimulated ARF1 GTP hydrolysis, GDP FP detection. inhibition, % at 16.5 µM. 360,000 tested, 0.26% active;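 active = inhibition above a per-plate limit, mean inhibition of low control wells plus 3 SD, cut at about 25% in these data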;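 also: 0% = DMSO wells with enzyme and 100% = wells lacking Arfgap1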
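Assay system: purified rat His6-Arfgap1 residues 1-136 (GAP domain); Reagent: human Δ17 ARF1 bound to GTP; Dosing: 16.5 µM single point, 1.26% DMSO; Times: GTP hydrolysis reaction 2 h at 25 °C; Signal: FP, GDP Alexa 633 tracer displaced from anti-GDP antibody, 620/688 nm; Measure: % inhibition from polarization.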
* hit, by the source's call; i = inactive.

| Compound | ARFGAP1 inh | HGIII-sPLA2 inh | PLCg1 inh | KLK7 zymogen act | UHRF1 MBD2 ctr | Rev-erbA mod | DDE Tn6 FP inh | DDE Tn7 FP inh | PLCb3 inh | ASAP1 GAP inh |
| --- | --- | --- | --- | --- | --- | --- | --- | --- | --- | --- |
| Cc1ccc(N(CC(O)CN2C(=O)NC(C)(C)C2=O)S(=O)(=O)c2ccc([N+](=O)[O-])cc2)cc1 (configuration not stated) | 4.9 | -5.0 | -0.8 | 0.3 | 6.1 | 7.5 | 6.3 | -1.1 | -5.6 | 8.4 |
| COc1ccc(C2/C=C\CN(C(=O)OCc3ccccc3)CC(=O)N2Cc2ccc(F)cc2)cc1 (configuration not stated) | 0.5 | -8.4 | -0.6 | 0.3 | -3.1 | 4.4 | -4.2 | 3.4 | 1.1 | 2.4 |
| COc1cccc(C(=O)OCCNC(=O)c2cccnc2)c1 | -7.7 | -1.5 | 2.2 | 0.4 | 0.3 | 1.5 | -5.7 | 0.0 | -0.4 | 3.7 |
| COc1ccc(C(C(=O)NC2CCCCC2)N(C(=O)CCCC(=O)Nc2ccccn2)c2ccc3c(c2)OCCO3)cc1 (configuration not stated) | 2.0 | -5.2 | 2.7 | 0.3 | -2.6 | -0.2 | -7.5 | -2.2 | 3.9 | -1.8 |
| COc1ccc(S(=O)(=O)N2CCOC2CNC(=O)C(=O)NCCCN(C)C)cc1C (configuration not stated) | -1.9 | 6.3 | -0.3 | -0.1 | 0.3 | -0.7 | 0.2 | 5.3 | -6.7 | -5.2 |
| Cc1cc(N2CCN(c3cccc(C)c3C)CC2)nc(-c2ccccc2)n1 | 3.0 | 1.9 | 6.0 | 0.4 | 1.8 | -4.5 | 7.1 | -3.9 | 4.2 | 5.2 |
| COc1ccc(/C=C/C(=O)NCC(=O)N/N=C(/C)c2ccc(Cl)cc2)cc1 | -1.0 | 2.3 | 0.2 | 0.4 | -2.0 | -12.8 | 1.2 | -0.8 | -7.2 | 10.3 |
| CCOCCCNC(=O)c1ccc2c(c1)N=C(CC)c1cc(Br)ccc1S2 | -11.8 | -13.2 | -1.3 | 0.1 | 1.5 | -1.4 | -1.8 | 7.9 | -8.1 | -6.2 |
| Cc1nc2ccccc2n1CCN1CCOCC1 | -7.3 | -6.2 | 1.6 | -0.2 | 3.0 | -6.1 | -0.8 | -10.3 | 2.7 | 3.5 |
| Cc1ccc(CNC(=O)c2ccc(CN3CCOCC3)cc2)cc1 | 5.7 | 5.4 | 2.7 | 0.3 | 3.5 | -3.9 | -1.9 | -6.4 | 4.2 | -1.9 |
| C=CCn1c(SCc2ccccc2)nnc1-c1cccnc1 | 4.9 | 9.4 | 7.2 | -0.3 | 7.5 | -1.8 | -9.3 | -8.1 | 3.4 | 2.2 |
| CCc1nnc(NC(=O)CCC(=O)NC2CCCCCC2)s1 | 0.1 | 3.8 | -0.3 | -0.1 | -2.8 | 1.1 | -3.6 | 1.1 | -3.5 | -25.2 |
| COc1ccc(C2Nc3ccccc3C(=O)N2NS(C)(=O)=O)cc1OC (configuration not stated) | 5.4 | -1.2 | -457.9 | 58.9* | -1.0 | -5.3 | 3.0 | -1.9 | i | -14.9 |
| O=C(O/N=C1/CCCc2occc21)c1ccccc1 | 3.4 | -2.0 | 0.1 | 0.0 | 0.7 | -0.9 | 2.8 | 0.5 | -0.8 | -3.3 |
| CN(C)CCCNc1nc2cc(-c3ccc(C(=O)N4CCN(C)CC4)cc3)sc2c(=O)n1C | -10.7 | 0.2 | -62.9 | 5.5 | 4.4 | 1.0 | 0.3 | 5.1 | -88.2 | 1.9 |
| Cc1ccc(NC(=O)C/C(N)=N/OC(=O)Nc2cccc(C)c2)cc1 | -3.4 | -1.1 | 1.0 | -0.4 | -2.8 | -5.1 | -4.9 | -2.0 | -5.5 | 2.5 |
| Cc1cc(N/N=C/c2ccccc2Br)nc2ccccc12 | -14.2 | -2.0 | -10.7 | -0.1 | -0.8 | -1.1 | 1.7 | 3.2 | -9.2 | -1.0 |
| S=c1[nH]ncn1-c1ccccn1 | -4.2 | 5.9 | 5.9 | -0.6 | -2.2 | 2.0 | -1.4 | 1.6 | 7.6 | 1.4 |
| O=C(NNC(=O)C1COc2ccccc2O1)c1ccccc1O (configuration not stated) | -6.0 | 17.7 | -19.8 | -1.9 | -0.9 | 0.3 | 3.0 | -1.8 | -28.9 | -12.5 |
| Cn1c(-c2ccc(C(F)(F)F)cc2)cc2onc(-c3ccccc3)c2c1=O | -6.5 | 0.1 | 2.3 | -0.2 | 3.7 | 3.1 | 5.4 | 0.8 | 4.6 | 1.2 |
| COc1ccc(-c2nsc3c(N4CCCC4)ncnc23)cc1 | 2.4 | 4.8 | -6.0 | -0.5 | -1.2 | 14.9 | 0.5 | 3.0 | 1.7 | 8.3 |
| O=C(COC(=O)[C@H](Cc1ccccc1)NC(=O)c1ccco1)Nc1ccccc1OC(F)F | 9.0 | -0.3 | 1.7 | 0.3 | 2.5 | -4.6 | -5.3 | 12.5 | -8.3 | -5.7 |
| CC(=O)NC1(c2ccccc2)CCN(Cc2nnnn2C(C)(C)C)CC1 | 3.5 | 4.6 | 1.7 | 0.1 | -0.4 | -7.9 | 6.4 | 5.9 | 8.1 | 5.0 |
| O=C1CSC(c2cccnc2)N1c1ccc(Cl)cc1 (configuration not stated) | -2.4 | -2.6 | -0.5 | 0.0 | -2.5 | 11.7 | 2.7 | -3.2 | -2.6 | -3.1 |
| CC(=O)c1cccc(NC(=O)N2CCCC2C(=O)Nc2cc(C)ccc2C)c1 (configuration not stated) | 11.2 | -4.0 | -2.4 | 0.8 | -0.7 | 0.5 | -10.1 | 0.3 | -1.7 | 17.1 |
| CC1(C)Cc2cccc(OC(=O)NC3CCCCC3)c2O1 | -10.8 | -2.0 | -2.9 | 0.2 | -1.3 | 6.1 | -0.7 | 8.2 | -2.1 | -3.3 |
| O=C(COC(=O)COc1ccc(Br)cc1)NCc1ccc2c(c1)OCO2 | 10.0 | -4.9 | -2.1 | -0.5 | 2.7 | 5.3 | 8.1 | -12.9 | -1.4 | 6.1 |
| CCN(CC)S(=O)(=O)c1ccc(N2CCCC2)c(NC(=O)c2ccc([N+](=O)[O-])o2)c1 | -0.7 | 9.0 | 1.8 | -0.1 | -1.7 | 2.6 | -0.5 | -2.8 | 0.0 | 9.2 |
| O=C(O)CCCC(=O)NCCCc1ccccc1 | -3.3 | -0.3 | 1.5 | 0.2 | -2.0 | -5.0 | 3.3 | -5.3 | 1.9 | -2.4 |
| Oc1ccc(C[C@H]2CNC(=S)N2CC2CCCN2C[C@H](Cc2ccccc2)N2C[C@H](Cc3ccc(O)cc3)N(CCc3ccccc3)C2=S)cc1 (some centres not stated) | 14.6 | 1.8 | 2.6 | -0.1 | -2.3 | 1.0 | 4.0 | -2.5 | 10.6 | 14.5 |
| COC(=O)c1ccccc1NC(=O)COC(=O)CO/N=C(\C)c1ccc2c(c1)OCO2 | 2.1 | 1.0 | 1.9 | -0.5 | 0.0 | 0.2 | 5.5 | -0.7 | -6.2 | -15.1 |
| CC(=O)Nc1cc(C(=O)CSc2nnc(C3CC3)n2C2CC2)ccc1O | 5.9 | 0.8 | -0.2 | -0.2 | 4.4 | -16.6 | -3.2 | 2.9 | 0.3 | -4.5 |
| Cc1ccc(S(=O)(=O)NCc2cccnc2)cc1C(=O)NC1CCCCC1 | -15.2 | 0.6 | -0.1 | -0.6 | -1.2 | -3.5 | 14.2 | -0.4 | 1.1 | -19.8 |
| CN(CCc1ccccn1)C(=O)CN(C)S(=O)(=O)c1ccc2c(c1)c(=O)n(C)c(=O)n2C | 1.2 | 2.1 | 3.2 | 0.3 | -1.3 | -4.6 | -5.4 | -2.4 | 1.8 | -0.3 |
| Cc1ccc(-n2ncc3c(=O)[nH]c(SCC(=O)N4CCCC4)nc32)cc1C | 0.8 | -3.6 | -0.4 | 0.2 | -0.6 | -7.6 | -2.5 | -7.5 | 4.0 | 1.9 |
| CCOC(=O)[C@@H]1C(c2c(OC)cc(OC)cc2OC)=NO[C@@H]1C(=O)OCC | -4.3 | 7.5 | 0.7 | 0.9 | -0.8 | 0.3 | 1.3 | 5.5 | 2.2 | 9.5 |
| CNC(=O)c1cc2cc(Cc3ccccc3Cl)ccc2oc1=O | -1.6 | 1.0 | -4.9 | -0.3 | -1.6 | 11.4 | 7.1 | 2.4 | -12.8 | -1.1 |
| COc1ccc(OC(=O)COc2ccccc2C)cc1 | -1.4 | -7.5 | -12.8 | -0.2 | -2.5 | -0.7 | 3.0 | -2.8 | -27.6 | 9.3 |
| O=C(NCCCCc1ccccc1)c1ccc(F)cc1 | 4.5 | -3.5 | 1.7 | -0.4 | -2.0 | 6.0 | 3.6 | -5.0 | -5.3 | -2.2 |
| NC(=O)c1ccc(NC(=O)C2CC2)cc1 | -8.0 | 12.6 | -1.0 | -0.5 | 1.3 | 4.9 | 6.9 | 5.9 | 1.0 | -7.3 |
| CC1CCN(C(C)C(=O)Nc2ccc(S(=O)(=O)N3CCCC3)cc2)CC1 (configuration not stated) | -6.0 | 9.9 | 0.0 | -0.2 | -1.5 | -10.7 | 1.5 | 7.1 | -6.1 | -1.6 |
| COC(=O)c1ccc(Oc2cc(C)nc(SC)n2)cc1 | 3.9 | 0.8 | 5.3 | -0.1 | 1.0 | 0.5 | 3.2 | -1.5 | 2.4 | 0.5 |
| CC(OC(=O)c1nn(C)c(=O)c2ccccc12)C(=O)NC1CCCCC1C (configuration not stated) | -3.8 | 19.4* | 1.8 | 0.1 | 25.6* | -8.3 | 7.9 | 6.2 | -5.1 | 0.8 |
| CC(NC(=O)C(NS(=O)(=O)c1cccs1)C(C)C)c1ccc(S(N)(=O)=O)cc1 (configuration not stated) | -3.8 | -12.9 | -0.5 | 0.4 | -0.1 | -2.6 | 6.9 | -7.7 | -3.9 | 11.2 |
| CNC[C@@H]1Oc2ccc(NC(=O)Nc3ccccc3)cc2C(=O)N([C@@H](C)CO)C[C@H]1C | 6.6 | -9.6 | -2.4 | 0.0 | 0.9 | 3.2 | 4.1 | -7.8 | -0.3 | 15.4 |

Entries shown so far that have bromine (three):
| Compound | ARFGAP1 inh | HGIII-sPLA2 inh | PLCg1 inh | KLK7 zymogen act | UHRF1 MBD2 ctr | Rev-erbA mod | DDE Tn6 FP inh | DDE Tn7 FP inh | PLCb3 inh | ASAP1 GAP inh |
| --- | --- | --- | --- | --- | --- | --- | --- | --- | --- | --- |
| CCOCCCNC(=O)c1ccc2c(c1)N=C(CC)c1cc(Br)ccc1S2 | -11.8 | -13.2 | -1.3 | 0.1 | 1.5 | -1.4 | -1.8 | 7.9 | -8.1 | -6.2 |
| Cc1cc(N/N=C/c2ccccc2Br)nc2ccccc12 | -14.2 | -2.0 | -10.7 | -0.1 | -0.8 | -1.1 | 1.7 | 3.2 | -9.2 | -1.0 |
| O=C(COC(=O)COc1ccc(Br)cc1)NCc1ccc2c(c1)OCO2 | 10.0 | -4.9 | -2.1 | -0.5 | 2.7 | 5.3 | 8.1 | -12.9 | -1.4 | 6.1 |

Source: PubChem (several laboratories)
